TNFa cytotox: toxic to HUVEC cells under TNF alpha stimulation | HUVEC TNFalpha-stimulated, Hoechst cell count, imaging | actives 0.17% (n = 93,000) | cell count reduction, % at 2 µM;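 active = cell count reduction exceeding the screen mean by over 5 SD, scaled to untreated wells per plate, cut at about 78% in these data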;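 note: cells counted after 24 h of TNF alpha exposure following the 1 h pretreatment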
CYP2C9 inh: blocks human cytochrome P450 2C9; P11712; CYP2C9 Supersomes, luciferin-H conversion, luminescence; inhibition, % at 5 µM; actives 20% (n = 96,000);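 active = blocking of liver enzyme CYP2C9 beyond about 50% at 5 µM, limit read from the data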; note: values of inactives mirror those of a sister screen read the other way
Target sequence (P11712 whole entry, looked up): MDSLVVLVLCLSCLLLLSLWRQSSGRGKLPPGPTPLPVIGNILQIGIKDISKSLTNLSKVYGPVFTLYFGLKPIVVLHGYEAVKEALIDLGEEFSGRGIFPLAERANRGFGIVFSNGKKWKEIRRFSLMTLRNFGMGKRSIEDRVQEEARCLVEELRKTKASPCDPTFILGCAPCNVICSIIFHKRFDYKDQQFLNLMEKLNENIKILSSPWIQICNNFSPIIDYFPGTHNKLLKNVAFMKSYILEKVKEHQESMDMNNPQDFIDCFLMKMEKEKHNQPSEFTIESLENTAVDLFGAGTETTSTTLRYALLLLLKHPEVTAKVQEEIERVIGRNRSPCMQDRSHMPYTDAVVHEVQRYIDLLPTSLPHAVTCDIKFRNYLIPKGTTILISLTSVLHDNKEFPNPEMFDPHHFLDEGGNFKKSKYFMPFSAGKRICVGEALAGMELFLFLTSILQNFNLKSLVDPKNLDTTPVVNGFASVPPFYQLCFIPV
CYP2C9 act: CYP2C9 (human) activation; activation factor at 5 µM; recombinant CYP2C9, luciferin-H conversion, luminescence; stronger effect = higher value; factor 1 = untreated enzyme, 0 = blocked; actives 1.4% (n = 96,000); P11712;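 active = activation factor of 2 or more for CYP2C9 at a 5 µM dose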;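 note: 0 = sulfaphenazole-blocked wells and 1 = vehicle-only wells; values of inactives mirror those of a sister screen read the other way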
Calb biofilm kill: kills Candida albicans biofilms; C. albicans biofilm + clotrimazole, Alamar Blue; actives 0.14% (n = 85,000); inhibition, % at 6 µM;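 active = inhibition above 20%; inactive = inhibition below 20%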;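 note: preformed 24 hr biofilms exposed to compound for 48 hr; 0% = biofilm without compound and 100% = blank killed by clotrimazole plus chlorhexidine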
VCAM1 TNFa inh: reduces TNF alpha induced VCAM1 expression in HUVEC; HUVEC TNFa-induced VCAM-1 immunofluorescence, high-content imaging; inhibition, % at 2 µM; actives 0.48% (n = 95,000); AID 802;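 active = inhibition above the batch mean plus 3 SD, with images confirmed as a hit by eye, cut at about 37% in these data; inconclusive = inhibition above that limit but hit not confirmed in images; inactive = inhibition not above that limit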;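 note: 0% = TNF-stimulated DMSO wells and 100% = unstimulated control wells; not every result past the cut was called active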
CYP2C19 inh: human CYP2C19 inhibition; P33261; CYP2C19 Supersomes, luciferin-H EGE luminescence, 30 min; inhibition, % at 5 µM; actives 21% (n = 96,000);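 active = CYP2C19 inhibition above a set limit at 5 µM in the primary screen, cut at about 50% in these data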;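 note: plate controls were negative control wells for no effect and 2.5 mM tranylcypromine positive control for full effect; values of inactives mirror those of a sister screen read the other way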
Target sequence (P33261 whole entry, looked up): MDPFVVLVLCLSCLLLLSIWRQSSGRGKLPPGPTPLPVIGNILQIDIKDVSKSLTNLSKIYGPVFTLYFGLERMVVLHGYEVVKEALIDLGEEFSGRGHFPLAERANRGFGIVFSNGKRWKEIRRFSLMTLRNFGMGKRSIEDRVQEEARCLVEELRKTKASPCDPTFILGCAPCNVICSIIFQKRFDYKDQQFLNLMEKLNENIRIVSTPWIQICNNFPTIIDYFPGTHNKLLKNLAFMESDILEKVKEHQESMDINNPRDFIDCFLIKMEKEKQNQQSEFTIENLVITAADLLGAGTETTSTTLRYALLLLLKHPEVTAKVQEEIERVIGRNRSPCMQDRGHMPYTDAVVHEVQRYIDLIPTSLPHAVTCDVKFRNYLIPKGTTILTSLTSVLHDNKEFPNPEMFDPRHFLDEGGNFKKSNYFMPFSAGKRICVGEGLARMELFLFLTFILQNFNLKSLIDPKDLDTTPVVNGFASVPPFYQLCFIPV
hDAT+cocaine: human DAT dopamine uptake with cocaine, either direction; LLC-PK1 hDAT cells, [14C]-dopamine uptake with cocaine IC80; actives deviate in either direction; B-score at 10 µM; actives 1.3% (n = 110,000);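 active = Z score or B-score, a plate-position-corrected score, falls beyond the plate's 99.7% confidence bounds, in either direction; inactive = both scores lie inside the 99.7% bounds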;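 note: scored against the spread of the other compound wells on the same plate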
CYP2C19 activ: cytochrome P450 2C19 (human) activation; activation factor at 5 µM; 96,000 tested, under 10 active; recombinant CYP2C19, luciferin-H EGE luminescence; stronger effect = higher value; 0 = fully inhibited enzyme, 1 = untreated enzyme; AID 1025;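 active = activation factor of at least 2 at 5 µM in the primary screen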;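 note: 0 = wells with 2.5 mM tranylcypromine and 1 = vehicle-only wells; values of inactives mirror those of a sister screen read the other way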
HUVEC tox IL1B: HUVEC cytotoxicity counter-screen, IL-1B stimulated | HUVEC cell count loss, Hoechst imaging | cell count reduction, % at 2 µM | actives 0.41% (n = 94,000);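 active = cell count reduction more than 3 SD above the screen-wide mean, cut at about 70% in these data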;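 note: normalized per plate to untreated control cells as the no-loss baseline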
* hit, by the source's call; ? = inconclusive; . = no result given.

SMILES	TNFa cytotox	CYP2C9 inh	CYP2C9 act	Calb biofilm kill	VCAM1 TNFa inh	CYP2C19 inh	hDAT+cocaine	CYP2C19 activ	HUVEC tox IL1B
CCCSC1=C(C#N)C(c2ccc(OC)cc2)C2=C(CC(C)(C)CC2=O)N1 (stereo unspecified)	.	16	0.8	2	.	13	-1.2	0.9	.
Cc1ccc(C)c(/C(O)=C2\C(=O)C(=O)N(CCCn3ccnc3)C2c2cccnc2)c1 (stereo unspecified)	-13	.	.	3	24	.	-1	.	7
CCC(Oc1ccccc1)C(=O)Nc1ccc(-c2nnc(-c3ccco3)o2)cc1 (stereo unspecified)	-14	97*	0	2	21	90*	1.2	0.1	-30
CC(O)c1cccc(NC2=CC(=O)CC(C)(C)C2)c1 (stereo unspecified)	-14	21	0.8	5	-3	29	-0.062	0.7	-20
Nc1ccc(C(=O)N2CCCC2)cc1	-5	.	.	4	14	.	0.22	.	-32
CCC(=O)Nc1c(C#N)c2nc3ccccc3nc2n1C1CCCCC1	-36	29	0.7	7	2	2	1.2	1	-1
Cc1ccc(N(CC(=O)N2CCN(c3ccc(F)cc3)CC2)S(=O)(=O)c2c(C)nn(C)c2C)cc1	-25	-60	1.6	1	-4	85*	1.7	0.1	-1
Cc1ccc[n+](-c2nc3ccccc3nc2C(=C=[N-])C#N)c1	-20	8	0.9	5	18	9	-0.084	0.9	3
C=CCSc1nc(C)cc(/C=C\c2ccccc2)c1C#N	8	-117	2.2*	.	-7	7	-0.25	0.9	-24
Cc1ccc(NC(=O)CCC(=O)c2cccs2)cc1	-15	41	0.6	2	-10	82*	0.52	0.2	-15

Already shown: entries from further up.
SMILES	TNFa cytotox	CYP2C9 inh	CYP2C9 act	Calb biofilm kill	VCAM1 TNFa inh	CYP2C19 inh	hDAT+cocaine	CYP2C19 activ	HUVEC tox IL1B
CCCSC1=C(C#N)C(c2ccc(OC)cc2)C2=C(CC(C)(C)CC2=O)N1 (stereo unspecified)	.	16	0.8	2	.	13	-1.2	0.9	.
Cc1ccc(C)c(/C(O)=C2\C(=O)C(=O)N(CCCn3ccnc3)C2c2cccnc2)c1 (stereo unspecified)	-13	.	.	3	24	.	-1	.	7
CCC(Oc1ccccc1)C(=O)Nc1ccc(-c2nnc(-c3ccco3)o2)cc1 (stereo unspecified)	-14	97*	0	2	21	90*	1.2	0.1	-30
CC(O)c1cccc(NC2=CC(=O)CC(C)(C)C2)c1 (stereo unspecified)	-14	21	0.8	5	-3	29	-0.062	0.7	-20
Nc1ccc(C(=O)N2CCCC2)cc1	-5	.	.	4	14	.	0.22	.	-32
CCC(=O)Nc1c(C#N)c2nc3ccccc3nc2n1C1CCCCC1	-36	29	0.7	7	2	2	1.2	1	-1
Cc1ccc(N(CC(=O)N2CCN(c3ccc(F)cc3)CC2)S(=O)(=O)c2c(C)nn(C)c2C)cc1	-25	-60	1.6	1	-4	85*	1.7	0.1	-1
Cc1ccc[n+](-c2nc3ccccc3nc2C(=C=[N-])C#N)c1	-20	8	0.9	5	18	9	-0.084	0.9	3
C=CCSc1nc(C)cc(/C=C\c2ccccc2)c1C#N	8	-117	2.2*	.	-7	7	-0.25	0.9	-24
Cc1ccc(NC(=O)CCC(=O)c2cccs2)cc1	-15	41	0.6	2	-10	82*	0.52	0.2	-15

Carrying on.
SMILES	TNFa cytotox	CYP2C9 inh	CYP2C9 act	Calb biofilm kill	VCAM1 TNFa inh	CYP2C19 inh	hDAT+cocaine	CYP2C19 activ	HUVEC tox IL1B
COC(=O)c1cc(Cl)c(NC(=O)/C=C/c2ccc(Cl)cc2Cl)cc1OC	-4	-9	1.1	.	6	-2	1.2	1	-16
CCn1c(=O)c(C(=O)Nc2ccccc2C)c(O)c2ccccc21	-27	.	.	2	0	.	-0.55	.	-8
COc1ccc(C(c2sc3ncnn3c2O)N2CC(C)OC(C)C2)cc1OC (stereo unspecified)	9	.	.	3	?	.	0.97	.	4
COc1ccc(NC(=O)CN(C2CCCCC2)S(C)(=O)=O)cc1OC	-4	35	0.7	10	-9	50*	-0.54	0.5	1
O=C(CSc1nnc(-c2ccncc2)n1CC1CCCO1)Nc1nccs1 (stereo unspecified)	0	.	.	7	9	.	0.015	.	6
CCc1ccccc1NC(=O)CN(C)C(=O)CN1C(=O)NC2(CCCCCC2)C1=O	-18	5	0.9	6	-18	6	0.94	0.9	18
CCCCOc1ccc(C(=O)OC(C)CN(C)C)cc1 (stereo unspecified)	8	2	1	6	-10	4	.	1	11
CC(NO)C(C)(C)NO (stereo unspecified)	-4	-13	1.1	.	10	-10	0.49	1.1	6
NC(=O)NC(=O)CSc1nc(-c2ccccc2)c(-c2ccccc2)n1CC1CCCO1 (stereo unspecified)	7	23	0.8	-3	0	3	0.012	1	.
CCOc1ccccc1C(=O)N(CN1CCCC1=O)c1ccc(C)c(Cl)c1	-21	10	0.9	3	12	4	0.19	1	-21
CC1CC2(CC(C)(C(=O)CSc3nc4ccccc4s3)OC2=O)C(=O)O1 (stereo unspecified)	-4	-56	1.6	3	12	36	-0.6	0.6	-25
CCC(C)[C@H](Nc1nc(-c2ccccc2)nc2c1oc1ccccc12)C(=O)O (stereo partly specified)	2	2	1	6	-1	3	2.9	1	-5
COc1cc(C(=O)NCC(=O)OCC(=O)c2ccc[nH]2)cc(OC)c1OC	-4	39	0.6	8	-2	27	1	0.7	-15
O=C(Nc1ccc(Cl)cc1)c1ccc2c(c1)OCO2	17	-2	1	3	8	32	-0.3	0.7	-43
Cc1cc(Cl)c(S(=O)(=O)Nc2ccc3c(c2)OCO3)cc1OCC(N)=O	-13	62*	0.4	6	17	90*	1.9	0.1	-32
CN(CC(=O)NCc1cccs1)S(=O)(=O)c1cccc2cccnc12	-39	-138	2.4*	-8	15	22	0.34	0.8	2
CCOc1ccc2nc(NC(=S)NCc3ccccc3)sc2c1	-33	21	0.8	7	-7	5	-0.024	0.9	-6
O=S(=O)(Nc1ccc(-c2nc3cccnc3s2)cc1)c1cccs1	-38	83*	0.2	3	14	24	0.45	0.8	-9
CCOc1ccc(NC(=O)c2ccccc2OCC(=O)c2ccccc2)cc1	-5	88*	0.1	.	-4	61*	0.23	0.4	4
CCCS(=O)(=O)N1CCN(C(=O)c2cc(OC)cc(OC)c2)CC1	-42	11	0.9	8	-47	71*	-0.26	0.3	-22
O=S(=O)(NCCC1=CCCCC1)c1cccc2nsnc12	7	.	.	10	-10	.	0.63	.	17
COc1ccc(CN2CCC(C(=O)NCCc3ccc(OC)c(OC)c3)CC2)c(OC)c1	-14	13	0.9	3	-2	6	-0.031	0.9	-13
Clc1ccc2nc(-c3ccccc3)c(CN3CCOCC3)n2c1	-5	25	0.8	.	8	13	1.3	0.9	-42
Cc1ccc(N/C=C/C(=O)c2ccc(C)cc2)cc1	-22	19	0.8	3	12	30	0.094	0.7	-4
Cc1ccc2c(CSc3nnc(C4CC4)n3N)cc(=O)oc2c1	.	10	0.9	1	.	78*	-0.37	0.2	.
O=C(Nc1cccc(O)c1)c1noc2c1CCc1ccccc1-2	-43	-94	1.9	2	1	-10	0.035	1.1	.
CCOc1ccc(NS(=O)(=O)c2cc(OC)ccc2OC)cc1	-30	79*	0.2	4	-1	49	0.42	0.5	-57
CCOC(=O)C1=C(C)OC(N)=C(C#N)C1c1ccsc1 (stereo unspecified)	-19	21	0.8	1	-5	63*	0.04	0.4	-70
Cc1ccc(SCC(=O)Nc2ccccc2C(=O)O)cc1	-12	85*	0.2	3	-10	34	1.1	0.7	-32
CCc1c(O)nc(SCC(N)=O)n(-c2ccccc2F)c1=O	-14	-4	1	2	8	-3	0.37	1	5
CC(=O)c1cccc(NS(=O)(=O)c2ccc3c(c2)oc(=O)n3C)c1	9	25	0.8	0	10	43	-0.0061	0.6	-23
COCCn1c(C)nc2oc3ccc(Br)cc3c(=O)c2c1=O	1	30	0.7	4	-10	24	2.3	0.8	-6
O=C(CSCc1ccc([N+](=O)[O-])cc1)NCCSCc1ccccc1	14	44	0.6	.	-15	21	0.088	0.8	-89
COc1ccc(N2C(=O)CCC(C(=O)N3CCCCCC3)C2c2ccc(OC)c(OC)c2)cc1 (stereo unspecified)	-19	-6	1.1	4	-24	-6	0.16	1.1	12
COc1ccc(Cn2c(SCC(=O)NCc3ccco3)nc3ccsc3c2=O)cc1	-1	40	0.6	4	-3	45	0.21	0.6	-8
COc1ccccc1-c1nn2c(-c3ccco3)nnc2s1	24	19	0.8	6	-11	37	0.38	0.6	-41
O=C(COC(=O)c1cc[n+]([O-])cc1)Nc1ccc2c(c1)OCCO2	-30	9	0.9	7	11	5	0.048	0.9	-15
O=C(Nc1ccc2ccccc2c1)c1onc2c1CCCC2	6	-15	1.2	.	-10	-10	-0.14	1.1	3
Cc1ccc(-c2nnc(CSc3nncn3N)o2)cc1	-6	-8	1.1	-2	-6	15	-0.45	0.9	14
COC(=O)c1ccccc1OCC(=O)N1CCN(c2ccc(F)cc2)CC1	5	2	1	.	-1	48	0.69	0.5	1
O=C(COc1ccccc1)N1CCN(c2nnc(-c3ccccc3)c3ccccc23)CC1	11	74*	0.3	0	-7	74*	0.023	0.3	-27
CC1=C(C(=O)Nc2ccccc2)C(c2ccc3c(c2)OCO3)C2=C(CCCC2=O)N1 (stereo unspecified)	0	53*	0.5	7	-2	66*	-0.29	0.3	20
Cc1nc2nc(C)c(CCC(=O)N3CCN(c4ccccc4)CC3)c(C)n2n1	0	1	1	1	0	7	0.12	0.9	11
COc1ccc(N2CCN(Cc3cc(=O)oc4cc(C)c(Cl)c(C)c34)CC2)cc1	4	17	0.8	8	-7	9	-1.6	0.9	-6
COC(=O)C(CC(C)C)NC(=O)CNC(=O)c1ccccc1C (stereo unspecified)	-17	12	0.9	.	6	31	1.1	0.7	8
Fc1ccc(C2CC(c3ccccc3)Nc3ncnn32)cc1 (stereo unspecified)	15	-2	1	15	4	53*	-0.69	0.5	24
CCOc1ccc(NC(=O)CSc2nnnn2CC(=O)O)cc1	-13	.	.	-2	3	.	-1	.	16
CC1Cc2ccccc2N1C(=O)Cn1cnc2ccccc2c1=O (stereo unspecified)	.	35	0.7	3	.	10	0.87	0.9	.
Cc1cccc(NC2SC(=O)N(c3ccccc3)C2=O)c1 (stereo unspecified)	6	1	1	9	-8	25	1.2	0.7	0
COc1ccccc1S(=O)(=O)Cc1ccc(C(=O)N2CCCC2)o1	13	-16	1.2	6	-17	6	-0.15	0.9	-26

Additional results.
SMILES	TNFa cytotox	CYP2C9 inh	CYP2C9 act	Calb biofilm kill	VCAM1 TNFa inh	CYP2C19 inh	hDAT+cocaine	CYP2C19 activ	HUVEC tox IL1B
Cc1nc(-c2c(C(F)(F)F)noc2-c2ccc(O)cc2O)cs1	-11	6	0.9	7	9	69*	-0.28	0.3	5
O=C(CCN1CCN(c2ccccc2F)CC1)c1ccc(Br)cc1	-30	34	0.7	8	15	50*	-0.18	0.5	-39
CCOC(=O)c1nc(N)sc1C(=O)OCC	31	4	1	.	-16	-1	0.27	1	24
COC(=O)c1c(C)n(-c2ccc(OC)cc2)c2ccc(O)cc12	12	67*	0.3	6	9	79*	0.51	0.2	-38
CCN1CCN(C(=O)Cn2ncc3c2-c2ccccc2OC3)CC1	-21	40	0.6	7	6	21	-1.9	0.8	-1
